Eya2 phos inh – blocks the phosphatase activity of human Eya2. O00167. recombinant Eya2, OMFP fluorescence dephosphorylation (OMFP is methylfluorescein phosphate). Potency, µM (doses to about 76.9 µM), for the others: at the top dose activity, negative = inhibition, usual class: inhibitors. 0.006% of 330,000 active; also: potency is read from the fitted curve at half-maximal effect
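Eya2 (0.2 uM) preincubated 10 min at ambient with compound, then OMFP substrate added at 50 uM; 10 min reaction in 50 mM HEPES pH 7.5, 50 mM NaCl, 5 uM MgCl2, 0.05% BSA, 1 mM DTT. Fluorescence read at Ex 485/Em 525 nm.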
Giardia killer – kills Giardia lamblia; Giardia lamblia trophozoite viability; activity change, % at 7.66 µM, hits read low; 0.15% of 340,000 active; in the data active = activity change below about -80%; inconclusive = between about -30% and that limit;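 also: parasites exposed to compound for two days anaerobically before the ATP read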
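Trophozoites 100 cells/well + cpd; 48 hrs, 37 deg C, anaerobic. ATPLite 1-Step added, 15-30 min RT, luminescence read (ATP-based viability).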
KCNH2 3.1 inh – inhibitors of human KCNH2 3.1 potassium channel isoform | U2OS KCNH2 3.1, thallium flux FluxOr; active compounds read low | activity change, % (tested at about 1.8 µM) | 0.95% of 340,000 active | AID 720553;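 active = maximum activity change below -70%; inconclusive = maximum activity change from -70% to -50%; inactive = maximum activity change above -50%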;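 also: thallium influx rate constant from kinetic fluorescence after stimulation buffer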
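Channel expression came from 3.1 mutant virus (1.77 x 10^8 /mL) applied to suspended U2OS cells for 4 h. Flux was tracked with FluxOr dye plus Red40 quencher, and kinetic rate constants normalized to controls.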
Coupling enz – inhibits coupling enzyme system, counter-screen for aldolase hits; coupling enzyme system counterscreen, AmpLite Red fluorescence; activity change, negative = inhibition, % at 58.2 µM, hits read low; 0.67% of 290,000 active; in the data active = activity change below about -30%
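Fluorescence at 525 nm excitation and 598 nm emission measured inhibition of the coupled detection system without aldolase. Compounds (at 57.5 uM final) were preincubated 10 min at room temperature with coupling enzyme reagent before a 20 min substrate/AmpLite Red step.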
PKM2 activator – PKM2 (human) enzyme activation; P14618; Potency, µM (series often up to 57.5 µM), for inactives: at the highest dose activation, usual class: activators; purified PKM2, Kinase-Glo ATP luminescence, activation; response scale: 0% is enzyme alone, no compound; 0.34% of 260,000 active; also: potency is read from the fitted curve at half-maximal effect; nearly all actives have a fitted effect of over 55% in size
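Purified hPK-M2 (>95%) run at intermediate activity with 0.1 mM ADP and 0.5 mM PEP in 50 mM imidazole pH 7.2, KCl, MgCl2; 1 h room temperature. ATP formed read by Kinase-Glo luminescence; normalized to uninhibited and no-enzyme controls.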
USP2a inh – USP2a (human) protease inhibition; USP2 core, Ub-CHOP2 coupled fluorogenic reporter, 485/531; O75604; 0.01% of 330,000 active; AID 463254; Potency, µM (doses to about 38.3 µM), inactives show top-dose activity change, negative = inhibition, hits mostly inhibitors;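 also: potency is read from the fitted curve at half-maximal effect; plate controls were DMSO wells for no effect and full inhibition by NEM control for full effect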
Target sequence (O75604 whole entry, looked up): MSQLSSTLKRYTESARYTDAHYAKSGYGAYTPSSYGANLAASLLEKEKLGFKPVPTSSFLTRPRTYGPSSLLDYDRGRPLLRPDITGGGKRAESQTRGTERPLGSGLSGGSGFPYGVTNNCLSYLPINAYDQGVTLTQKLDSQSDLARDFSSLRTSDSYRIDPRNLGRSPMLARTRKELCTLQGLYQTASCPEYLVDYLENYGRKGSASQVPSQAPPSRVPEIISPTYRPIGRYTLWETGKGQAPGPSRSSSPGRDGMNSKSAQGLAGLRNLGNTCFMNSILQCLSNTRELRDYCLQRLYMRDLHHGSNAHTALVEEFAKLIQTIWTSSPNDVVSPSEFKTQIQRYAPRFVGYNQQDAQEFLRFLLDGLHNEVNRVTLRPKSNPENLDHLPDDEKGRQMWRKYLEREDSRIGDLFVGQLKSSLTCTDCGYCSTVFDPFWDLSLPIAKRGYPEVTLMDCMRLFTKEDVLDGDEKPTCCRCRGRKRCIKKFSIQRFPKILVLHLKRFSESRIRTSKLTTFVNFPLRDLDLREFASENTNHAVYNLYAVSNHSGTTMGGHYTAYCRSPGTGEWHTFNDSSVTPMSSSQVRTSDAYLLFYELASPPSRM
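USP2 core (10nM final) preincubated 30min RT with compound in 20mM Tris-HCl pH 8.0, 2mM CaCl2, 2mM beta-mercaptoethanol, 0.05% CHAPS; 25nM Ub-CHOP2 plus 25nM reporter substrate added, fluorescence (Ex485/Em531) read after 60min.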
uPA generation – cell surface uPA generation inhibition; cell surface uPA generation assay, qHTS; Potency, µM (top dose mostly 38.3 µM), without a hit: at the highest dose activity change, negative = inhibition, actives largely listed as inhibitors; 0.31% of 330,000 active; AID 540303; active = well fitted inhibition curve with a large enough effect; inconclusive = small, poorly fitted or top-dose-only effect; inactive = no such curve, though single readings can be large or run the other way; tested in mouse RAW 264.7 cells; also: potency is read from the fitted curve at half-maximal effect; nearly all actives have a fitted effect of over 55% in size
Chronic BCR inh – chronic active BCR signaling inhibition | ABC-DLBCL IkBa-CBG/CBR reporter, luminescence ratio, 4 h | Potency, µM (highest dose often 46.1 µM), inactives show top-dose ratio change, negative = lower green/red ratio, usual class: inhibitors | 0.05% of 340,000 active | AID 493014; active = well fitted inhibition curve with a large enough effect in the signal ratio, with a control signal flat, not every such curve was filed as active; inconclusive = small, poorly fitted or top-dose-only effect, or effect the other way, or a change in a side signal; the % refers to the signal ratio;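 also: potency is read from the fitted curve at half-maximal effect; plate controls were basal doxycycline-induced cells for no effect and cells given 10 µM MG132 for full effect; MG132 reads +100%, hits lower the ratio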
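Cell line TMD8 (human ABC DLBCL), stably expressing tet-inducible CBG68-IkBa fusion and CBR; IMDM/0.5% FBS; cpd up to 46 uM; dox induction, 4 h, 37C/5% CO2; dual luminescence; green/red ratio; MG132 control.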
GALK inh – blocks human galactokinase activity. Potency, µM (doses to about 57.5 µM), for the others: at the top dose activity change, negative = inhibition, most hits filed as inhibitors. 0.007% of 270,000 active. AID 1868. P51570. Purified GALK, Kinase-Glo residual ATP luminescence; also: potency is read from the fitted curve at half-maximal effect
Target sequence (P51570 whole entry, looked up): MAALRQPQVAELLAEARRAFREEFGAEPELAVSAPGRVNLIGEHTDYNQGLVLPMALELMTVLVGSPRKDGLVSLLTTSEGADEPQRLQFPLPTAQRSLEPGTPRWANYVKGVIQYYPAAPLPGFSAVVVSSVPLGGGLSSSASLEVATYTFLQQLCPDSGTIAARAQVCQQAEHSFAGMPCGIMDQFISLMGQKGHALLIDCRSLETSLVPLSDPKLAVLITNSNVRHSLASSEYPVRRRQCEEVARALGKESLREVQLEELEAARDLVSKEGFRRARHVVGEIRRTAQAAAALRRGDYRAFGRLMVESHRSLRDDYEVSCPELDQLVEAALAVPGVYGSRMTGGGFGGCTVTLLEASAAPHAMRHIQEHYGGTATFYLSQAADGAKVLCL
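GALK at 5 nM final was combined with compound, 35 uM ATP and 100 uM galactose in HEPES pH8.0 with MgCl2 and DTT. The reaction ran one hour at room temperature before luminescent ATP detection.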
B2AR arrestin – recruits beta-arrestin to the human beta2-adrenergic receptor; AID 492947; beta-arrestin recruitment to beta2AR, cell-based reporter; P07550; 0.02% of 330,000 active; Potency, µM (highest dose often 46.1 µM), for the others: top-dose activation, most hits filed as activators;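 also: potency is read from the fitted curve at half-maximal effect; 0% = DMSO controls and full agonism = EC100 isoproterenol or metaproterenol; nearly all actives have a fitted effect of over 65% in size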
hERG WT inh – KCNH2 (human, wildtype) channel inhibition; activity change, % at 1.84 µM; U2OS, BacMam KCNH2, thallium flux FluxOr; active compounds read low; 0.37% of 340,000 active; Q12809;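 active = maximum activity change below -70%; inconclusive = maximum activity change between -70% and -50%; inactive = maximum activity change above -50%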
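U2OS cells were transduced with wild-type KCNH2 virus (2.03 x 10^8 / mL) for 4 h at room temperature, then cultured overnight at 37 C. Thallium flux was read with FluxOr dye. Rate constants were normalized to DMSO controls.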
The depositor's hits bear a star; ? = inconclusive; . = no result given; & = joins results of further samples; [ ] = dose if it differs, or a comment. Unless noted, calls follow the shape of the dose curve; as a rule, active = well fitted curve in the direction sought with a large enough effect; inconclusive = small, poorly fitted or top-dose-only effect, or another doubt; inactive = no such curve, though single readings can be large; an effect the other way counts as inactive or inconclusive. Unless noted, % is scaled to controls: 0 for no effect and ±100 for the full control effect. Random draw from the library. Share with any hit: about 2.4%.

SMILES	Eya2 phos inh	Giardia killer	KCNH2 3.1 inh	Coupling enz	PKM2 activator	USP2a inh	uPA generation	Chronic BCR inh	GALK inh	B2AR arrestin	hERG WT inh
CS(=O)(=O)Nc1ccc(C2=NN(C(=O)c3ccco3)C(c3ccco3)C2)cc1 (stereo unspecified)	-7%	-13	.	.	?	1%	-10%	0%	0%	0.2%	11
Cc1nn(-c2ccc(F)cc2)c2c1cc(C#N)c1nc3ccccc3n12	2%	3	-21	2	-2%	1%	0%	?	-3%	0.0%	-1
CC1CCCC(NC(=O)Nc2cccs2)C1C (stereo unspecified)	-6%	3	-5	0	-2%	2%	-1%	-1%	-1%	0.1%	6
Cc1sc2nc(CN(Cc3cccs3)C(=O)C3CC3)[nH]c(=O)c2c1C	-2%	-21	5	3	?	1%	-6%	-2%	0%	0.4%	-3
COC(=O)N/N=C/c1cn(CCCOc2ccc(C)cc2)c2ccccc12	-13%	-16	0	-9	-15%	-5%	1%	-10%	0%	0.2%	-4
O=C1COc2ccc(C(=O)c3ccccc3)cc2CN1	-1%	3	-2	0	1%	1%	3%	0%	-3%	0.1%	4
COc1ccc(C(=O)CCNc2ccc3c(c2)OCCO3)cc1	-2%	-19	10	2	-14%	-3%	-5%	-2%	3%	-0.8%	8
Cn1c(N)c(C(=O)CSc2ccccn2)c(=O)n(C)c1=O	-10%	-6	-2	-2	25%	3%	-2%	6%	3%	-1.2%	7
CC(C)c1[nH]nc2c1C1(CCN(Cc3ccccc3)CC1)C(C#N)=C(N)O2	-7%	7	-8	-5	7%	8%	5%	?	-1%	-0.2%	-3
CCCn1c(N)c(N(C)C)c(=O)n(CC(=O)Nc2ccc(OC(F)(F)F)cc2)c1=O	-4%	-3	-7	0	1%	-2%	5%	?	0%	0.5%	-2
C/C(=N/OC(=O)c1ccc(C(F)(F)F)cc1)c1oc(C)nc1C	-27%	11	4	1	-10%	2%	-1%	?	-1%	-0.6%	2
C/C(=N/NC(=O)c1ccc(C)s1)c1cccnc1	0%	-12	17	-1	2%	1%	-23%	?	-3%	-0.7%	4

Of the compounds above, 2 have a CF3 group:
SMILES	Eya2 phos inh	Giardia killer	KCNH2 3.1 inh	Coupling enz	PKM2 activator	USP2a inh	uPA generation	Chronic BCR inh	GALK inh	B2AR arrestin	hERG WT inh
CCCn1c(N)c(N(C)C)c(=O)n(CC(=O)Nc2ccc(OC(F)(F)F)cc2)c1=O	-4%	-3	-7	0	1%	-2%	5%	?	0%	0.5%	-2
C/C(=N/OC(=O)c1ccc(C(F)(F)F)cc1)c1oc(C)nc1C	-27%	11	4	1	-10%	2%	-1%	?	-1%	-0.6%	2

(list continues)
SMILES	Eya2 phos inh	Giardia killer	KCNH2 3.1 inh	Coupling enz	PKM2 activator	USP2a inh	uPA generation	Chronic BCR inh	GALK inh	B2AR arrestin	hERG WT inh
CCOc1ccc(/C=N/NC(=O)CCC(=O)Nc2ccc(F)cc2)cc1	9%	20	-30	-6	.	3%	-1%	-2%	.	0.5%	-1
O=C(COc1ccc2c3c(c(=O)oc2c1)CCCC3)N1CCN(c2ccccc2)CC1	4%	-13	0	.	.	3%	-5%	2%	-9%	0.3%	-7
CCOc1ccc(CCNC(=O)COC(=O)/C=C/c2ccc(OCC#N)c(OC)c2)cc1OCC	1%	11	5	1	-5%	2%	-1%	-10%	1%	-0.5%	-9
Cc1ccc(OCc2ccc(C(=O)NNC(=S)NCC3CCCO3)o2)c([N+](=O)[O-])c1 (stereo unspecified)	-9%	-1	4	.	-11%	-3%	-20%	-9%	6%	-0.5%	6
COC(=O)[C@]12C(=O)NC[C@H](CN1c1ccc(Cl)c(C)c1)N2C	10%	-2	.	.	.	3%	16%	0%	.	-0.1%	.
COc1ccccc1-c1c(C(F)(F)F)oc2cc(OC(=O)c3ccccc3[N+](=O)[O-])ccc2c1=O	9%	-6	-5	3	-1%	2%	0%	?	1%	0.4%	2
CC1(C)CC(c2csc(N)n2)CCO1 (stereo unspecified)	2%	-4	-6	4	-3%	-2%	12%	?	8%	-0.4%	3
Cc1ccn(Cc2n[nH]c(=S)n2Cc2ccccc2)n1	4%	-16	-5	1	-10%	0%	4%	11%	0%	-0.1%	1
COc1ccc(N(CC(O)CN2CCOCC2)S(=O)(=O)c2ccc(C)cc2)cc1 (stereo unspecified)	1%	-23	-7	0	-5%	1%	1%	-13%	16%	0.3%	19
CC(=O)Nc1ccc(N2CCN(Cc3ccccc3)CC2)cc1	-13%	18	2	3	.	2%	5%	2%	-5%	0.3%	12
C=CCn1c(C)cc(C2=NNC(=NCC)SC2)c1C	2%	?	.	-6	-38%	3%	-11%	6%	11%	-0.2%	-8
Cc1c(C(=O)O)sc2ncn(C)c(=O)c12	8%	-1	2	3	6%	0%	-2%	-2%	0%	-0.2%	3
O=C1CC(c2cc(-c3ccccc3)no2)C1	-5%	-25	11	2	4%	0%	-6%	18%	.	0.2%	8
O=S(=O)(c1ccccc1)c1nc(-c2ccco2)oc1NCCN1CCOCC1	16%	16	3	-26	10%	3%	.	3%	4%	0.3%	4
Cc1ccc(NCc2nnc(SCC(=O)OC3CCCCC3)o2)c(C)c1	-8%	-11	2	1	-2%	-6%	3%	-10%	3%	-0.1%	1
O=C(CNC(=O)c1ccccc1O)N/N=C/c1ccccn1	10%	-15	.	-11	-3%	-9%	3%	?	4%	-0.4%	14
CCOC(=O)[C@H]1[C@H]2COc3ccccc3[C@@H]2N2C(=O)CN(CC3CCCO3)C(=O)[C@@]12C (stereo partly specified)	-10%	-5	17	.	.	1%	17%	-3%	.	0.1%	1
CC(C)c1ccc(CNNC(=O)c2ccccc2)cc1	-6%	-16	1	4	.	3%	-22%	?	3%	0.0%	-7
COc1ccc(-n2c(=O)cc(N3CC(C)OC(C)C3)[nH]c2=O)cc1 (stereo unspecified)	17%	15	1	1	4%	3%	1%	-2%	0%	-1.9%	-1
Nc1ccc(N2CCN(C(=O)c3ccco3)CC2)cc1	-14%	-4&-2	-5	-4	-2%	2%	.	1%	-1%	-1.8%	-16
Cc1ccc(CNC(=O)CN2c3cccc4cccc(c34)S2(=O)=O)cc1	0%	7	26	.	.	0%	6%	-1%	.	0.4%	-2
O=S(=O)(c1ccccc1)N(CC(O)CN1CCCC1)c1ccccc1 (stereo unspecified)	4%	-9	-7	2	.	2%	1%	2%	-2%	0.9%	38
COc1cccc(Nc2ncnc3c2cnn3C)c1	-11%	-11	3	-1	-8%	4%	2%	-3%	1%	0.2%	-16
O=C(CN1CCC(c2nc3ccccc3s2)CC1)NCc1ccccc1	4%	-24	-5	0	0%	3%	3%	-5%	-1%	0.3%	-1
CCOC(=O)c1csc(NC(=O)c2cccs2)n1	-5%	11	12	-1	-1%	2%	-9%	?	-1%	0.3%	-5
CC(C)CN1CN(S(=O)(=O)c2cccs2)c2nc3ccccc3nc21	-8%	.	.	2	5%	-1%	.	0%	0%	-1.8%	.
COC(=O)COc1ccc(S(=O)(=O)Nc2ccc(NC(C)=O)cc2)cc1C	5%	14	-3	4	-5%	1%	6%	?	1%	-0.2%	10
COc1ccc(-c2nc(CS(=O)CC(=O)NCc3ccco3)c(C)o2)cc1OC (stereo unspecified)	4%	34[activator]	2	0	-1%	0%	-19%	-13%	3%	-0.8%	-5
Cc1ccc(-c2nnc(Nc3ccc(CC(N)=O)cc3)c3ccccc23)cc1S(=O)(=O)NCCO	2%	11	10	-3	1%	-1%	-8%	-9%	-1%	0.2%	-6
COC(=O)CNc1nc(-c2cccnc2)nc2ccccc12	3%	-11	.	1	6%	-1%	-1%	0%	9%	0.3%	22
CC(=O)C1C(c2ccc(F)cc2)NC(=O)NC1(O)C(F)(F)F (stereo unspecified)	4%	7	7	0	-1%	0%	0%	7%	-1%	-0.9%	0
Cc1ccn2cc(CCNC(=O)Cc3cccs3)nc2c1	2%	-29	11	0	-5%	2%	-2%	18%	-2%	-1.0%	-3
COCCOc1ccc(C(F)(F)F)cc1NC(=O)c1ccccc1F	10%	0	-12	2	3%	0%	0%	0%	3%	-0.2%	-7
O=C(c1ccc(NS(=O)(=O)c2cccc(F)c2)cc1)N1CCCC1	-8%	-8	5	.	-2%	0%	1%	-4%	8%	0.0%	-16
CCN(CC)C(=O)COc1ccc2c(-c3ccccc3)cc(=O)oc2c1	6%	-2	-5	3	1%	0%	2%	0%	-6%	-0.4%	-11
O=S(=O)(Nc1ccc(N2CCCCC2)cc1)c1ccc(F)c(F)c1	-12%	-6	-10	-1	14%	-2%	0%	4%	0%	0.0%	-9
C[C@H](CO)N1C[C@H](C)[C@@H](CN(C)C(=O)Nc2ccc(C(F)(F)F)cc2)Oc2ccc(NC(=O)Nc3ccc(C(F)(F)F)cc3)cc2C1=O	7%	-8	-30	.	.	5%	0%	6%	.	-0.3%	-7
